HBB splice mod: modulators of hemoglobin beta chain splicing; HBB splicing reporter cell assay, activation; EGFP reporter with mutant IVS2-654 intron; response scale: normalised to 500 nM splice-correcting PNA; Potency, µM (series often up to 46.1 µM), for the others: top-dose activation, actives largely listed as activators; 65,000 tested, 0.06% active; note: potency is the fitted concentration of half-maximal effect; 0% is about no effect
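Compounds were applied for 2 days to HeLa EGFP-654 cells, 500/well in Optimem with 2% FCS. The reporter's EGFP is disrupted by mis-splicing of beta-globin intron IVS2-654. Readout: summed well GFP fluorescence from 488 nm laser scanning; reference was 500 nM antisense […] 654 PNA.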
CRE-bla Fsk: alters forskolin-stimulated CRE reporter signaling in CHO cells | Potency, µM (top dose mostly 38.2 µM), for inactives: at the top dose activity change, negative = inhibition, most hits filed as activators | AID 662 | CHO CRE-bla reporter (cAMP response element driving beta-lactamase), forskolin EC10, beta-lactamase ratio | 71,000 tested, 2.5% active; active = well fitted activation curve with a large enough effect in the signal ratio, with a control signal flat, not every such curve was filed as active; inconclusive = small, poorly fitted or top-dose-only effect, or effect the other way, or a change in a side signal; the % refers to the signal ratio; note: potency is the fitted concentration of half-maximal effect; % of control where 0% means no effect
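Modulation of forskolin-driven signalling is measured in CHO cells carrying a CRE-controlled beta-lactamase reporter. Cells are stimulated with EC10 NKH 477 in the presence of titrated compound for 3 h at 37 °C, then loaded with CCF4 for 2 h at room temperature.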
ERK AVP block: blocks ERK signaling stimulated by vasopressin. HEK293-V1b, vasopressin-stimulated pERK AlphaScreen. Potency, µM (titrated, usually from 57.5 µM), without a hit: top-dose activity, negative = inhibition, most hits filed as inhibitors. AID 995. 72,000 tested, 0.99% active; note: potency is the fitted concentration of half-maximal effect; % is set by controls: 0 for no effect and ±100 for the full control effect; nearly all actives have a fitted effect of over 55% in size
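V1b-HEK293 cells; cpd 30 min 37C; 25 nM vasopressin 5 min; lyse 10 min; AlphaScreen beads 5 hr RT. Normalized to DMSO basal and 25 nM vasopressin; AC50 by Hill fit.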
Rhodamine fluor: compound autofluorescence in rhodamine spectral region; 59,000 tested, 0.05% active; AID 594; max dye-equivalent concentration, M; Rhodamine-region fluorescence, 547/598 nm, Tris buffer; active compounds read high; in the data active = max dye-equivalent concentration above about 11 nM; inconclusive = between about 1.1 nM and that limit
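Read-out is relative fluorescence at 547 nm excitation and 598 nm emission, expressed as dye-equivalent concentration using rhodamine standards on every plate. Each compound was profiled across a concentration series after 15 min in 100 mM Tris, pH 8.0.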
Hsp90 Hop PPI: changes Hsp90-Hop TPR2A binding signal, up or down | AlphaScreen TPR2A-His6 binding biotin-Hsp90 C-terminal peptide | Potency, µM (top dose mostly 57 µM), for the others: at the top dose activity change, negative = inhibition | 71,000 tested, 0.44% active | AID 595; active = well fitted curve in either direction with a large enough effect; inconclusive = small, poorly fitted or top-dose-only effect, or another doubt; note: potency is the fitted concentration of half-maximal effect; % is set by controls: 0 for no effect and ±100 for the full control effect; many of its hits are not listed in these tables
HADH2 inh: HADH2 (human) dehydrogenase inhibition. Q99714. Potency, µM (series often up to 57.1 µM), inactives show at the top dose activity change, negative = inhibition, actives largely listed as inhibitors. 73,000 tested, 3.4% active. recombinant HADH2, NADH fluorescence, beta-hydroxybutyryl-CoA; note: potency is the fitted concentration of half-maximal effect; % is set by controls: 0 for no effect and ±100 for the full control effect; nearly all actives have a fitted effect of over 60% in size; many of its hits are not listed in these tables
Target sequence (Q99714 whole entry, looked up, one chain of several): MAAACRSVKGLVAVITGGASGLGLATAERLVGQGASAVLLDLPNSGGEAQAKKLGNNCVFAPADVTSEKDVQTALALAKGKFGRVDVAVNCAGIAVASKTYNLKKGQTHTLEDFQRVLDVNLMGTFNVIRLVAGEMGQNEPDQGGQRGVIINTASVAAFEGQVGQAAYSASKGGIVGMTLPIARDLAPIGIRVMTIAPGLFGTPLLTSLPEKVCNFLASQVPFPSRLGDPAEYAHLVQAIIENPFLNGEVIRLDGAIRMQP
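Activity measured as NADH fluorescence gain (360/450 nm), taken as the change between first and last reads of a 4-min kinetic run. Conditions: pH 9.0 Tris buffer, 20 nM E. coli-expressed His-tagged enzyme, 1 mM NAD+, 90 uM beta-hydroxybutyryl-CoA; 15-min compound preincubation.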
ALOX15 inhib: blocks human 15-lipoxygenase activity. purified 15hLO-1, xylenol orange hydroperoxide absorbance. 74,000 tested, 1.4% active. Potency, µM (highest dose often 57.1 µM), without a hit: top-dose activity change, negative = inhibition, usual class: inhibitors; note: potency is the fitted concentration of half-maximal effect; % is set by controls: 0 for no effect and ±100 for the full control effect; nearly all actives have a fitted effect of over 55% in size
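Compounds were preincubated 15 min at room temperature with 40 nM purified human enzyme (25 mM Hepes pH 7.5, 0.01% Triton X-100); 50 uM arachidonic acid reacted 6 min. Fe-xylenol orange detection, 30 min, absorbance ratio 573/405 nm.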
Luciferase inh: inhibitors of firefly luciferase; Potency, µM (top dose mostly 57.1 µM), for the others: at the highest dose activity change, negative = inhibition, actives largely listed as inhibitors; purified firefly luciferase, luminescence, 8 min; 72,000 tested, 2.2% active; P08659; note: potency is the fitted concentration of half-maximal effect; % is set by controls: 0 for no effect and ±100 for the full control effect; nearly all actives have a fitted effect of over 40% in size
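Firefly luciferase (PKLight detection mix) with 10 uM ATP in pH 7.2 imidazole buffer (KCl, MgCl2, Tween 20, BSA). Compounds tested across a concentration series (qHTS). Luminescence read after 8 min at ambient temperature.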
Pol III holo inh: inhibitors of bacterial DNA polymerase III holoenzyme. Potency, µM (highest dose often 57.1 µM), for the others: at the highest dose activity change, negative = inhibition. reconstituted DNA polymerase III holoenzyme replication, biochemical. 71,000 tested, 0.25% active; note: potency is the fitted concentration of half-maximal effect; % is set by controls: 0 for no effect and ±100 for the full control effect
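Reconstituted *E. coli* holoenzyme (0.35 nM Pol III, 1 nM beta, 154 nM SSB, 2 nM primase) was preincubated with compound for 15 min at RT. Synthesis on 1.4 nM ssM13Gori ran 35 min, then was stopped with PicoGreen/EDTA and read as dsDNA fluorescence.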
Tau filament bind: binds recombinant human tau filaments; recombinant tau filaments, thioflavin S fluorescence, 15 h; filaments grown with octadecylsulfate alongside compound; Potency, µM (highest dose often 57.1 µM), without a hit: top-dose activity change, negative = inhibition; 71,000 tested, 2% active;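 note: potency is the fitted concentration of half-maximal effect; % is set by controls: 0 for no effect and ±100 for the full control effect; actives lower thioflavin S fluorescence by blocking filaments or displacing dye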
Target sequence (P10636 whole entry, looked up): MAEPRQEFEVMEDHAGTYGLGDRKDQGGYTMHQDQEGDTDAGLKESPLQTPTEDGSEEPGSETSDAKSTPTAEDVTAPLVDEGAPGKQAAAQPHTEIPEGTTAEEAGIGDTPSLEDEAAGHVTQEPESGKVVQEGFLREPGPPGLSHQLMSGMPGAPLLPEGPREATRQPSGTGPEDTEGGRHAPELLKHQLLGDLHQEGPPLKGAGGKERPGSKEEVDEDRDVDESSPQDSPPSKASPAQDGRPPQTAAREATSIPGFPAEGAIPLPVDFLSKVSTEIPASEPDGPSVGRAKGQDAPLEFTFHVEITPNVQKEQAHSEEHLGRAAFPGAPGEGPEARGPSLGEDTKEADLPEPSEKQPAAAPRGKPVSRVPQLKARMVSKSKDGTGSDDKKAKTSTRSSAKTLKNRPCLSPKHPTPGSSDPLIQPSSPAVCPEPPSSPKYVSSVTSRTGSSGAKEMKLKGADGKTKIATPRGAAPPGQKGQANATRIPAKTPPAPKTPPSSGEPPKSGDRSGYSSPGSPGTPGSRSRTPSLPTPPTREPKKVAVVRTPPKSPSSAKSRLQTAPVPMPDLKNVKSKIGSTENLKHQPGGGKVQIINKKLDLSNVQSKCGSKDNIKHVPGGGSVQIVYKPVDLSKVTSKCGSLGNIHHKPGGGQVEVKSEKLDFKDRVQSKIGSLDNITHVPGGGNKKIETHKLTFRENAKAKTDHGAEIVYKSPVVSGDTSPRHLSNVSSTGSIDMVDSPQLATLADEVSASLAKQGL
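Tau 2 uM in ThS buffer dispensed; compound added; 60 uM ODS added (finals 1 uM tau, 30 uM ODS); 15 h 37 C; fluor ex450/em510.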
TexasRed autofl: Texas Red region autofluorescence | Compound fluorescence, Texas Red channel, 547/618 nm; active compounds read high | max dye-equivalent concentration, M | 59,000 tested, 0.06% active; in the data active = max dye-equivalent concentration above about 10 nM; inconclusive = between about 1.1 nM and that limit
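Dye-equivalent concentrations come from scaling compound signal (ex 547, em 618 nm) to six Texas Red standard concentrations run on every plate, after 15 min room-temperature incubation in pH 8.0 Tris (100 mM).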
The depositor's hits bear a star; i = inactive; u = inconclusive; x = not tested or not shown; [ ] = another dose, or the depositor's remark. Unless noted, calls come from the whole dose curve; as a rule, active = well fitted curve in the direction sought with a large enough effect; inconclusive = small, poorly fitted or top-dose-only effect, or another doubt; inactive = no such curve, though single readings can be large; an effect the other way counts as inactive or inconclusive.

entry | canonical_smiles | HBB splice mod | CRE-bla Fsk | ERK AVP block | Rhodamine fluor | Hsp90 Hop PPI | HADH2 inh
1 | Cc1cc(NC(=O)CSc2nccn2-c2ccc(Cl)cc2)no1 | -0.7% | 2% | 31% | i | -13% | -7%
2 | O=C(NC1CC2CCCC(C1)N2S(=O)(=O)c1ccccc1)c1ccccc1 (stereo not given) | -0.5%[57.5 µM] | -12% | -11% | i | 2% | 0%
3 | Cc1onc(-c2ccccc2)c1C(=O)Nc1ccc2c(c1)OCCO2 | -1.1% | -3% | -8% | x | -2% | -3%
4 | COc1ccccc1CN1CC[C@@]2(CCCN(C(=O)c3ccco3)C2)C1 | -2.2% | -4% | -16% | i | -1% | -2%
5 | Cc1ccc2nc(Nc3ncc4c(n3)CCCC4=O)nc(C)c2c1 | 1.3% | u | -23% | i | -5% | -1%
6 | Cc1ccc(S(=O)(=O)NCC(=O)N(CC(=O)NCC2CCCO2)Cc2ccccc2)cc1 (stereo not given) | x | -6% | -14% | i | -2% | 3%
7 | COc1cccc(OC)c1C(=O)Nc1nnc(C(C)C)s1 | 1.0%[0.0738 µM] | u | -7% | x | -4%[11 µM] | 5%[11.4 µM]
8 | O=C(CCCn1c(=S)[nH]c2cc3c(cc2c1=O)OCO3)N1CCN(c2ccccn2)CC1 | 0.2%[0.369 µM] | -3% | -10% | i | -5% | 2%
9 | COC(=O)c1cccc(S(=O)(=O)N2CCCCC2)c1 | 1.0%[9.22 µM] | 0% | 6% | x | 3% | 5%
10 | COc1ccccc1NC(=O)NC1(C(=O)N2CCC(O)CC2)CCCCC1 | 0.1%[57.5 µM] | 1% | 8% | i | 0% | 4%

entry | ALOX15 inhib | Luciferase inh | Pol III holo inh | Tau filament bind | TexasRed autofl
1 | -1% | -1% | -6% | 10% | u
2 | -7% | 0% | 1% | -11% | i
3 | 6% | 3% | -4% | -4% | x
4 | 2% | 1%[11.4 µM] | -1% | -16% | i
5 | -6% | 4% | -4% | u | u
6 | 2% | 3% | -6% | -4% | i
7 | -28%[11.4 µM] | 3% | -8%[11.4 µM] | 4%[11.4 µM] | x
8 | -1% | 3% | -3% | -8% | i
9 | 0% | 1% | -4% | 1% | x
10 | 7% | 0% | 0% | 3% | u

The results go on.
entry | canonical_smiles | HBB splice mod | CRE-bla Fsk | ERK AVP block | Rhodamine fluor | Hsp90 Hop PPI | HADH2 inh
11 | Cc1ccccc1NC(=O)c1cccc2nccnc12 | 1.0% | 11% | -25% | i | -2% | u
12 | COc1ccc2cc(C(c3nnnn3CCc3ccccc3)N3CCCC(C)C3)c(=O)[nH]c2c1 (stereo not given) | -1.8% | u | -8% | i | -5% | 1%
13 | O=C1C2C3C=CC(C3)C2C(=O)N1Cc1cccnc1 (stereo not given) | 0.1%[57.5 µM] | -3% | -4% | i | -1% | 2%
14 | Cn1c(=O)c2c(nc(CN3CCOCC3)n2CCCc2ccccc2)n(C)c1=O | 1.2% | 4% | -12% | i | 0% | -2%
15 | CCOC(=O)C(C(=O)Nc1ccccc1)C1CCCCC1 (stereo not given) | 1.1%[9.22 µM] | 0% | 10% | x | 1% | 4%
16 | CC(=O)c1cccc(-n2c(CCC(=O)O)ccc2-c2cccs2)c1 | 0.5% | 16% | -14% | i | -12% | 16µM*
17 | COC(=O)CCC(=O)Nc1ccc(OC)cc1 | -0.8%[0.0738 µM] | u | -18% | x | -1%[11 µM] | 5%[11.4 µM]
18 | O=C(NC1CC1)c1ccc(-c2nc3ccccc3s2)s1 | 1.9%[57.5 µM] | 12% | 7% | i | 0% | -12%
19 | CSc1ccc(-c2c(C#N)c(N)nc3c2c(C)nn3-c2ccccc2)cc1 | -0.2% | 10µM* | 11% | i | 17% | 66%[activator]
20 | O=C(O)c1[nH]c(=O)[nH]c(=O)c1CN1CCCCC1 | 1.3%[9.22 µM] | 10%[7.6 µM] | 12%[11.5 µM] | i | 1%[11 µM] | 11%[11.4 µM]

entry | ALOX15 inhib | Luciferase inh | Pol III holo inh | Tau filament bind | TexasRed autofl
11 | -1% | -38% | -3% | -12% | u
12 | -6% | 0% | -4% | 5% | i
13 | 12% | -1% | -7% | -15% | u
14 | -18% | 4% | -2% | -13% | i
15 | -2% | 1% | 4% | -8% | x
16 | u | -13% | -4% | -2% | i
17 | 7%[11.4 µM] | 1% | 3%[11.4 µM] | -9%[11.4 µM] | x
18 | -6% | 1.6µM* | -3% | -6% | i
19 | -26% | 2% | -2% | 160% | i
20 | 2%[11.4 µM] | 3%[11.4 µM] | -8%[11.4 µM] | 0%[11.4 µM] | i

Going on with the list.
entry | canonical_smiles | HBB splice mod | CRE-bla Fsk | ERK AVP block | Rhodamine fluor | Hsp90 Hop PPI | HADH2 inh
21 | COc1ccc2nc(NCc3ccccc3)[nH]c2c1 | 0.7%[0.369 µM] | u | -1% | i | -8% | -10%
22 | COc1ccc(CC(NC(C)=O)C(=O)NC2CCN(C(=O)NCc3ccccc3)CC2)cc1 (stereo not given) | x | 2% | -7% | i | 1% | -6%
23 | CC(C)(C)SCCNS(=O)(=O)c1ccccc1 | -1.3%[9.22 µM] | 5% | -10% | x | -5% | -10%
24 | COc1ccccc1-c1cc(NCc2cccs2)ncn1 | 0.4% | u | u | i | 0% | -2%
25 | Cc1c(Cc2ccccc2)c(=O)oc2cc(OCc3nn[nH]n3)ccc12 | -0.6%[57.5 µM] | 2% | -17% | i | -5% | 32µM*
26 | Cc1cc(NC(=O)CSc2nc(-c3ccco3)cc(C(F)(F)F)n2)no1 | -0.3% | 4µM* | 6% | i | -2% | u
27 | COC(=O)c1[nH]c2cc(C)ccc2c1NC(=O)CN1CCN(C(=O)c2ccco2)CC1 | 2.4%[1.84 µM] | u | 11% | i | u | u
28 | CCc1nnc(NC(=O)CSc2nnc(CNc3ccc(F)cc3)n2C2CCCCC2)s1 | x | u | -17% | i | -3% | -9%
29 | COC(=O)N1CCN(c2ccc(Cl)c(Cl)c2)CC1 | 4.0% | -4% | 5% | i | -2% | 6%
30 | Cc1nc2ccccc2c2oc(C(=O)NCc3ccccn3)cc12 | -0.6% | u | u | i | 0% | 1%

entry | ALOX15 inhib | Luciferase inh | Pol III holo inh | Tau filament bind | TexasRed autofl
21 | -1% | 16µM* | -7% | 15% | i
22 | 5% | 0% | -6% | -6% | i
23 | -13% | 0% | -2% | -12% | x
24 | 3% | 0%[2.29 µM] | 2% | -1% | i
25 | 8% | 5% | -13% | 6% | i
26 | 3% | 1% | -2% | 130% | i
27 | -20% | 3% | 2% | 0% | i
28 | -8% | 2% | -10% | 0% | u
29 | -10% | 5% | -4% | -11% | i
30 | 3% | -1% | -6% | -4% | u

Other records follow:
entry | canonical_smiles | HBB splice mod | CRE-bla Fsk | ERK AVP block | Rhodamine fluor | Hsp90 Hop PPI | HADH2 inh
31 | C=CCOc1cccc(C2C(C(=O)c3ccco3)=C(O)C(=O)N2CCN(CC)CC)c1 (stereo not given) | 0.4%[1.84 µM] | u | -3% | i | 1% | 0%
32 | COc1ccc2[nH]cc(CCNc3cc(-c4ccc(C(=O)N(C)C)cc4)ncn3)c2c1 | -0.6% | u | -8% | i | 2% | 1%
33 | Cc1c(NC(=O)c2ccc(Br)o2)c(=O)n(-c2ccccc2)n1C | -1.6%[0.0738 µM] | u | 0% | x | -5%[11 µM] | 14%[11.4 µM]
34 | Cc1ccc(Cn2cnc3c(nnn3Cc3ccc(Cl)cc3)c2=O)cc1 | 4.9% | -19% | 0% | i | -2% | 9%
35 | O=C(CSc1nnc(-c2ccncc2)n1-c1ccc(Cl)cc1)N1CCOCC1 | 1.9% | 9% | -5% | i | -4% | 7%
36 | COc1ccc(C2C(C(=O)c3cc4cccc(OC)c4o3)=C(O)C(=O)N2CCCN(C)C)cc1OC (stereo not given) | -3.5%[57.5 µM] | 5% | 3% | i | -3% | 11%
37 | CC(C)N1CC(C(=O)Nc2ccc(Br)c(Cl)c2)CC1=O (stereo not given) | -1.2% | 4% | 12% | i | u | 10%

entry | ALOX15 inhib | Luciferase inh | Pol III holo inh | Tau filament bind | TexasRed autofl
31 | 0% | 0% | -1% | 6% | i
32 | 4% | -1%[2.29 µM] | 5% | -7% | i
33 | 0%[11.4 µM] | 1% | -12%[11.4 µM] | 11%[11.4 µM] | x
34 | 9% | 1% | 0% | 14% | i
35 | 2% | 2% | -4% | 14% | i
36 | 10% | 1% | -6% | 4% | i
37 | 0% | -9% | -13% | 4% | i

A portion of the library; count on the stated rates, not on these rows.
